LMPTP block: LMPTP (human) inhibition. recombinant LMPTP-A, OMFP fluorogenic substrate, fluorescence intensity. inhibition, % at 20 µM. 360,000 tested, 0.22% active;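 active = compounds that cut the enzyme signal by at least half of the control window in the single-dose screen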;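 also: plate controls were DMSO wells with enzyme plus substrate for no effect and substrate without enzyme for full effect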
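Material: LMPTP-A; amount: 0.625 nM enzyme; doses: single 20 µM dose; times: reaction 50 min, room temperature, dark; technique: fluorescence intensity of OMFP turnover product; benchmarks: no-enzyme and uninhibited controls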
STEP inh: blocks human striatal-enriched tyrosine phosphatase; inhibition, % at 20 µM; recombinant STEP, OMFP fluorogenic substrate, fluorescence; 360,000 tested, 0.25% active; AID 588621; P54829;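 active = inhibition at 20 µM, scaled per plate between control wells, above about 37%, limit read from the data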;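 also: 0% = DMSO with enzyme and substrate and 100% = substrate only without enzyme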
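Assay system: isolated STEP enzyme. Buffer or medium: pH 6.0 Bis-Tris with DTT and Tween 20. Also added: fluorogenic phosphatase substrate OMFP at 25 µM final. Dosing: 20 µM, 1% DMSO. Timing: 20 min reaction, room temperature, in the dark. Measured by: fluorescence intensity, excitation 480 nm, emission 540 nm. Evaluation: normalized % inhibition.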
Tb MetRS inh: Trypanosoma brucei MetRS inhibition; inhibition, % at 11.9 µM; AID 624268; 360,000 tested, 0.4% active; purified T. brucei MetRS, ATP depletion, Kinase-Glo luminescence;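 active = inhibition above a per-plate cutoff of the control wells' mean inhibition plus 3 SD, cut at about 5.5% in these data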;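 also: 0% = DMSO wells median and 100% = median of wells with control inhibitor compound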
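Material – parasite MetRS enzyme · Medium – HEPES-MgCl2-KCl buffer plus DTT, spermine, BSA, pyrophosphatase · Reagent – ATP, methionine and E. coli bulk tRNA substrates · Times – 15 min enzyme-compound preincubation, 2 h reaction, 10 min detection, 25 °C · Measured by – luminescence of leftover ATP · Evaluation – percent inhibition relative to median high and low control wells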
Rpn11 inh: Rpn11 (human) deubiquitinase inhibition; human 26S proteasome, Ub4-pepOG fluorescence polarization; 20S core pre-blocked with epoxomicin; calls only at 20 µM; 360,000 tested, 0.59% active;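 active = inhibition at 20 µM, scaled to each plate's controls, above about 33%, limit read from the data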
SUMO1-SIM PPI: alters human SUMO1 binding to SIM partners; 360,000 tested, 0.33% active; P63165; SUMO1 binding to a labelled peptide, TR-FRET, 1 h; inhibition, % at 20 µM; AID 602429; in the data active = inhibition above about 37%
NadD inh: blocks S. aureus nicotinate mononucleotide adenylyltransferase; 360,000 tested, 0.78% active; inhibition, % at 20 µM; purified NadD enzyme, colorimetric absorbance read-out; in the data active = inhibition above about 26%; also: some compounds past the cut are filed as inactive
MsrA inh: bovine MsrA inhibition | purified bovine MsrA, absorbance read-out | inhibition, % at 15.5 µM | 360,000 tested, 0.75% active | AID 651718; in the data active = inhibition above about 4.5%;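 also: 0% = vehicle wells with enzyme and 100% = reference inhibitor wells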
DNMT1 inh: inhibitors of human DNMT1; P26358; DNMT1 molecular beacon, Hinp1I cleavage, fluorescence; inhibition (reported as % activation of signal), % at 10 µM; 360,000 tested, 0.83% active; AID 588458; in the data active = inhibition above about 50%
Target sequence (P26358 504-1616 limits assumed): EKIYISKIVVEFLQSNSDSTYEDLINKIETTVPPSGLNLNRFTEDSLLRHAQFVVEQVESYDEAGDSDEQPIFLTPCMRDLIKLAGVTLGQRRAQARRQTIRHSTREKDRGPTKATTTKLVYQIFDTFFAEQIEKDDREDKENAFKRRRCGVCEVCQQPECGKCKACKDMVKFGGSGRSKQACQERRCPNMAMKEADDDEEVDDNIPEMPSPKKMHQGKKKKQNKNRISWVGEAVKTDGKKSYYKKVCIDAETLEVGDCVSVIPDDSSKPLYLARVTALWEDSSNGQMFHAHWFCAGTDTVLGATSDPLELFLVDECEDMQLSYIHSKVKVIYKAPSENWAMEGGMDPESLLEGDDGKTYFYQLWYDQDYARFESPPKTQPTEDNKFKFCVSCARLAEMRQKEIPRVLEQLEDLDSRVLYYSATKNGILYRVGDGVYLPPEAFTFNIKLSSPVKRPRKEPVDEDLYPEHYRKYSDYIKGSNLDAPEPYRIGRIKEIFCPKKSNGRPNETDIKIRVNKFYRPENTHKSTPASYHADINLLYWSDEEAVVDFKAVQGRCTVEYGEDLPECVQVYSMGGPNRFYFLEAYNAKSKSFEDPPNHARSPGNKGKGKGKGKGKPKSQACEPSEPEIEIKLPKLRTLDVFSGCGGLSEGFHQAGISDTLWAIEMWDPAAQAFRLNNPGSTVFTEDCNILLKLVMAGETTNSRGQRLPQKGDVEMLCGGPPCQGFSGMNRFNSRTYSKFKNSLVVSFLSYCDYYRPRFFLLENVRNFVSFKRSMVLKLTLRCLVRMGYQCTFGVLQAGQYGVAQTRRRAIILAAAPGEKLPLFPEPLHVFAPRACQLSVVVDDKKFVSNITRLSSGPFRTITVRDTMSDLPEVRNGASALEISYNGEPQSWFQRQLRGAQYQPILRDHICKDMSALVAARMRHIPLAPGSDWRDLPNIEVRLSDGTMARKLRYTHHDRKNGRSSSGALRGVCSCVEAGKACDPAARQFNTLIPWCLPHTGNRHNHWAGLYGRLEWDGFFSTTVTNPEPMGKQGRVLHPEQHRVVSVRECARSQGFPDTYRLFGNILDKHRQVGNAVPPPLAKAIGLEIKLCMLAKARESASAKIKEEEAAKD
CSN inh: CSN deneddylation inhibition; Q92905; Purified CSN, SCF-Nedd8-OG deneddylation, fluorescence polarization; inhibition, % at 12.5 µM; 360,000 tested, 0.38% active; AID 651999;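 active = pattern-corrected inhibition above about 35%, with an unprinted fluorescence ratio check between 0.5 and 1.5, limit read from the data, passing the limit was not always enough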;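 also: 0% = enzyme with substrate and 100% = substrate without enzyme; some results filed as inactive read as strong as hits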
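Test system: purified human Csn5 enzyme expressed in HEK293T cells. Amount: 0.24 nM enzyme. Reagent: SCFSkp2-Nedd8OG substrate at 10 nM final. Schedule: 90 min incubation of compound, enzyme and substrate at room temperature. Detection: fluorescence polarization. Read-out: % inhibition of substrate cleavage by Csn5.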
Scp1 inh: inhibitors of human Scp-1 phosphatase; Q9GZU7; 340,000 tested, 0.88% active; inhibition, % at 20 µM; Recombinant Scp1, phosphopeptide, malachite green phosphate absorbance; AID 493091;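 active = inhibition above about 50% at 20 µM, limit read from the data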;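 also: plate controls were DMSO wells with enzyme for no effect and wells lacking enzyme for full effect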
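System: truncated SCP-1 phosphatase (76-261aa); medium: Tris acetate buffer pH 5.5 with MgCl2 and Tween-20; incubation: 45 min room-temperature reaction, 5 min colour, 30 min stabiliser; compound: single 20 µM dose, 1% DMSO; reagent: Phosphorylated 17-residue peptide substrate; read-out: % inhibition at 20 µM; technique: colorimetric free-phosphate detection, absorbance 630 nm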
The depositor's hits bear a star; i = inactive; . = no result given.

item	SMILES	LMPTP block	STEP inh	Tb MetRS inh	Rpn11 inh	SUMO1-SIM PPI	NadD inh	MsrA inh	DNMT1 inh	CSN inh	Scp1 inh
1	CC1(C)N=C(SCC(=O)Nc2ccc(Cl)cc2)C(c2ccc(Cl)cc2)=N1	0.6	-0.3	1.1	i	1.2	4.5	-0.1	-10.8	-4.4	-3.6
2	O=C(OCC(=O)N1CCC(Cc2ccccc2)CC1)c1ccc(O)cc1	-0.3	0.6	0.1	i	3.1	-1.9	-0.1	7.4	-6.1	.
3	COc1ccc(N2C(=O)CC(N3CCN(Cc4ccc5c(c4)OCO5)CC3)C2=O)cc1 (centres undefined)	0.9	-1.9	-0.8	i	1.1	-0.7	0.3	1.5	-4.8	-6.5
4	CCn1c(SC)nnc1C1CCN(S(=O)(=O)c2ccc(OC)cc2)CC1	-1.2	-4.2	-0.3	i	1.6	1.8	0.4	3.2	2.6	-10.8
5	COc1ccc(NC(=O)Nc2cccc3c2O[C@H](CN(C)S(C)(=O)=O)[C@@H](C)CN([C@H](C)CO)C3=O)cc1	-3.5	0.1	-0.4	i	7.6	1.5	0.3	4.0	1.2	1.9
6	COc1ccc(S(=O)(=O)NC(=O)C2(C)CCN2C(=O)CCC2CCCC2)cc1OC (centres undefined)	-1.2	-2.2	-0.2	i	0.4	-5.5	-0.8	7.5	-7.6	.
7	CCOc1ccc2nc(COC(=O)c3cccs3)c(C(C)=O)[n+]([O-])c2c1	-0.6	3.7	-1.2	i	-27.6	-7.9	-0.3	-0.1	0.1	-10.8
8	CC(C)(C)c1ccc(-n2ncc3c2CCCC3NC(=O)CCC2=NNC(=O)CC2)cc1 (centres undefined)	-1.0	3.3	-0.2	i	1.9	-0.8	-0.9	-1.5	-4.5	.
9	FC(F)(F)c1ccccc1NC(=S)N1CCCC1	-1.6	-0.4	-0.9	i	4.4	-2.2	-0.1	0.1	5.2	11.0
10	O=C(Nc1ccc(F)cc1F)c1ccc2c(=O)n3c(nc2c1)CCC3	0.4	1.7	-0.1	i	3.6	-3.7	-0.2	1.1	0.6	-2.0
11	CCCCn1nnnc1C(c1ccccc1)N1CCN(c2ccccn2)CC1 (centres undefined)	-1.0	.	-1.0	.	3.4	3.4	0.2	.	-1.5	.
12	O=C(CNc1cc(S(=O)(=O)N2CCOCC2)ccc1NCC1CCCO1)Nc1ccc(C(F)(F)F)cc1 (centres undefined)	0.3	2.2	0.1	i	0.6	-4.9	2.9	-5.8	-0.1	-2.8
13	O=C(Nc1nnc(Cc2ccccc2)s1)c1ccco1	0.4	-3.4	0.3	i	-1.0	-3.0	0.7	4.1	-3.7	3.1
14	COc1ccccc1CN1C[C@@H]2C[C@@H](c3[nH]c4ccc(C)cc4c3C)N3CCC[C@@]23C1=O	-0.5	-0.4	-0.2	i	-1.6	12.4	0.8	-19.7	0.8	4.2
15	CCC(CC)c1nnc(NS(=O)(=O)Cc2ccccc2)s1	-0.8	1.6	-0.5	i	-3.9	1.6	0.6	-0.5	-3.8	-4.6
16	COc1ccc(C)c2sc(N(CCCN(C)C)C(=O)c3ccc(S(=O)(=O)N(C)C)cc3)nc12	-1.4	2.4	0.2	i	3.5	-2.2	0.0	-2.4	5.9	-3.4
17	C/C(=N\N1C(C)CCCC1C)c1ccccc1O (centres undefined)	0.3	-1.3	-0.1	i	2.0	-3.9	-0.7	-0.2	-0.1	-12.3
18	COc1ccc(-c2cc3cc(C(=O)O)ccn3c2C(=O)c2ccccc2)cc1	2.3	1.7	0.2	i	-16.5	-3.5	1.4	-2.7	1.1	3.5
19	O=C(Nc1cccc(F)c1)c1ccco1	-2.2	2.0	0.1	i	-2.1	-4.9	-0.4	-3.7	0.7	-7.1
20	Cc1c(Cl)cccc1NC(=S)N1CCCN(Cc2ccccc2F)C1	-1.6	-0.3	-0.1	i	4.8	-3.3	-0.9	-1.3	-0.7	-7.9
21	COC1(OC)N=C(N)C2(C#N)C(c3ccc(F)cc3)C12C#N (centres undefined)	-1.5	3.8	-0.4	i	-4.0	-8.4	-0.6	-0.4	-3.7	2.0
22	COc1ccc(Cc2noc(-c3ccc(C)cc3)n2)cc1	1.5	1.4	-1.3	i	1.8	-8.4	-0.2	-0.1	-1.4	-13.4
23	O=c1cc(CSc2ccc(S(=O)(=O)N3CCCCC3)cn2)nc2sccn12	1.9	-0.4	-0.1	i	1.7	4.2	-0.5	6.6	-0.3	-2.3
24	Cc1cc(SCC(=O)c2cccs2)n2nc(C)c(-c3ccc(Cl)cc3)c2n1	1.5	4.3	-2.2	i	-0.3	17.9	-1.0	-6.2	-7.4	10.6
25	CC1(C)OC(=O)C(=CNC(CO)C(=O)O)C(=O)O1 (centres undefined)	0.3	-2.4	-0.5	i	2.1	-2.2	0.6	-5.2	106.9	2.9
26	CCc1nn(C(CC)C(=O)NCc2cccs2)c(=O)c2cc3occc3n12 (centres undefined)	1.2	-1.6	0.3	i	0.6	-1.0	1.1	-1.5	-3.9	-5.2
27	Cc1cc2nnn(-c3nnc(-c4ccccc4)c4ccccc34)c2cc1C	3.1	0.4	-0.6	i	2.7	10.8	0.7	27.0	0.9	-5.6
28	CCOC(=O)C1CCCN(Cc2nc(Cc3cccc(F)c3)no2)C1 (centres undefined)	-1.5	-2.5	-0.7	i	0.6	-7.8	-1.3	-1.7	-1.0	-9.0
29	CC1=CCC(C(=O)O)(C(=O)N/N=C/c2cccnc2)C(c2ccccc2)C1 (centres undefined)	4.5	-0.9	-1.6	i	-3.4	0.0	1.1	1.2	-11.9	-5.2
30	O=C1CCCS(=O)(=O)c2ccccc21	0.6	-1.9	-1.3	i	-0.6	-1.9	1.9	-0.1	-0.4	0.1
31	O=C(/C=C/c1ccccc1Cl)NC(=S)Nc1ccccc1C(=O)NC1CCCCC1	1.4	5.2	0.1	i	0.1	-3.7	-0.8	27.9	2.8	-4.6
32	COc1ccc(-n2nc3c(c2NC(=O)C2CCCC2)CS(=O)(=O)C3)cc1	-1.7	-0.3	-0.4	i	-0.6	-3.5	0.1	1.2	2.4	-17.3
33	CCCCNc1c(-c2ccc(OC)c(Sc3ccc(OC)cc3)c2)nc2cnccn12	4.5	4.8	-0.1	i	-0.9	-2.2	0.4	-17.7	5.8	8.2
34	O=C(C#Cc1cccc([N+](=O)[O-])c1)c1ccccc1	-2.1	4.1	-0.1	i	-12.7	0.1	.	16.7	-1.8	.
35	N#CC(C(=O)C1CCCCC1)c1nc2ccccc2[nH]1 (centres undefined)	-1.3	-0.9	-0.1	i	1.5	-6.6	0.4	0.8	0.8	3.5
36	O=S(=O)(c1ccccc1C(F)(F)F)N1CCC(n2cnc3ccccc32)CC1	5.0	3.1	-1.5	i	-0.3	-3.1	1.6	-1.8	2.3	-7.7
37	CC(C)(C)C(=O)Cn1nc(Cl)nc1Cl	-1.5	-2.7	-0.3	i	-0.8	-3.8	-1.0	1.3	-1.2	-7.1
38	COc1cccc(-c2noc(-c3ccc(Cl)nc3)n2)c1	0.3	-0.6	-1.4	i	1.7	-6.0	0.1	2.0	-0.4	-4.2
39	O=C(NC1CC1)C1=C[C@H](c2csc3ccccc23)C[C@H](OCCCCO)O1	-1.1	0.4	0.0	i	2.4	1.1	-0.3	-4.8	5.2	-10.3
40	O=S(=O)(NCCc1cccs1)c1ccc(Br)cc1	0.4	1.4	-0.6	i	2.4	-6.1	0.7	0.1	4.6	-5.3

Quoted from the listing, three compounds:
item	SMILES	LMPTP block	STEP inh	Tb MetRS inh	Rpn11 inh	SUMO1-SIM PPI	NadD inh	MsrA inh	DNMT1 inh	CSN inh	Scp1 inh
21	COC1(OC)N=C(N)C2(C#N)C(c3ccc(F)cc3)C12C#N (centres undefined)	-1.5	3.8	-0.4	i	-4.0	-8.4	-0.6	-0.4	-3.7	2.0
22	COc1ccc(Cc2noc(-c3ccc(C)cc3)n2)cc1	1.5	1.4	-1.3	i	1.8	-8.4	-0.2	-0.1	-1.4	-13.4
23	O=c1cc(CSc2ccc(S(=O)(=O)N3CCCCC3)cn2)nc2sccn12	1.9	-0.4	-0.1	i	1.7	4.2	-0.5	6.6	-0.3	-2.3

Additional compounds follow.
item	SMILES	LMPTP block	STEP inh	Tb MetRS inh	Rpn11 inh	SUMO1-SIM PPI	NadD inh	MsrA inh	DNMT1 inh	CSN inh	Scp1 inh
41	Cc1cc(C2C(=O)C(C(=O)c3ccc(Cl)cc3)C(=O)CC2(C)C)on1 (centres undefined)	-1.6	2.8	-1.4	i	-1.0	3.2	1.2	-1.5	3.0	-5.6
42	CC1CCC2C(C1)Nc1c(C(=O)O)cccc1C2(C)C (centres undefined)	0.5	2.5	0.3	i	1.6	-6.6	0.5	-5.1	-0.5	-6.0
43	O=C(Cc1ccc(-n2c(=O)c3ccccc3n(Cc3ccccc3F)c2=O)cc1)NCC1CCCO1 (centres undefined)	2.2	0.3	-0.3	i	1.8	1.4	0.5	6.7	2.0	3.0
44	O=C(CP(=O)(c1ccccc1)c1ccccc1)Nc1nc2ccccc2s1	-0.5	2.7	0.2	i	-5.9	-6.5	1.1	1.1	-1.8	-5.1
45	O=C(c1cccc(S(=O)(=O)N2CCc3ccccc32)c1)N1CCOCC1	-1.1	-0.9	-0.2	i	2.1	2.3	-1.2	1.2	-0.6	8.0

Quoted from the listing:
entry 44 @ LMPTP block: -0.5
entry 45 @ STEP inh: -0.9
entry 43 @ MsrA inh: 0.5

Assay outcomes as filed in PubChem BioAssay.
